NCOA3 inh: inhibitors of human steroid receptor coactivator 3 (SRC3); actives 0.17% (n = 360,000); inhibition, % at 3.6 µM; HEK293 GAL4-SRC3 luciferase reporter, luminescence; AID 588352; Q9Y6Q9;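 active = inhibition above a per-campaign cutoff, the mean of all compounds plus 3 SD, cut at about 60% in these data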;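 also: 0% = DMSO-treated cells and 100% = gossypol-treated cells at 36 µM; higher means less SRC3-driven luciferase light from the GAL4 reporter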
Target sequence (Q9Y6Q9 whole entry, looked up, the tested form may be a part): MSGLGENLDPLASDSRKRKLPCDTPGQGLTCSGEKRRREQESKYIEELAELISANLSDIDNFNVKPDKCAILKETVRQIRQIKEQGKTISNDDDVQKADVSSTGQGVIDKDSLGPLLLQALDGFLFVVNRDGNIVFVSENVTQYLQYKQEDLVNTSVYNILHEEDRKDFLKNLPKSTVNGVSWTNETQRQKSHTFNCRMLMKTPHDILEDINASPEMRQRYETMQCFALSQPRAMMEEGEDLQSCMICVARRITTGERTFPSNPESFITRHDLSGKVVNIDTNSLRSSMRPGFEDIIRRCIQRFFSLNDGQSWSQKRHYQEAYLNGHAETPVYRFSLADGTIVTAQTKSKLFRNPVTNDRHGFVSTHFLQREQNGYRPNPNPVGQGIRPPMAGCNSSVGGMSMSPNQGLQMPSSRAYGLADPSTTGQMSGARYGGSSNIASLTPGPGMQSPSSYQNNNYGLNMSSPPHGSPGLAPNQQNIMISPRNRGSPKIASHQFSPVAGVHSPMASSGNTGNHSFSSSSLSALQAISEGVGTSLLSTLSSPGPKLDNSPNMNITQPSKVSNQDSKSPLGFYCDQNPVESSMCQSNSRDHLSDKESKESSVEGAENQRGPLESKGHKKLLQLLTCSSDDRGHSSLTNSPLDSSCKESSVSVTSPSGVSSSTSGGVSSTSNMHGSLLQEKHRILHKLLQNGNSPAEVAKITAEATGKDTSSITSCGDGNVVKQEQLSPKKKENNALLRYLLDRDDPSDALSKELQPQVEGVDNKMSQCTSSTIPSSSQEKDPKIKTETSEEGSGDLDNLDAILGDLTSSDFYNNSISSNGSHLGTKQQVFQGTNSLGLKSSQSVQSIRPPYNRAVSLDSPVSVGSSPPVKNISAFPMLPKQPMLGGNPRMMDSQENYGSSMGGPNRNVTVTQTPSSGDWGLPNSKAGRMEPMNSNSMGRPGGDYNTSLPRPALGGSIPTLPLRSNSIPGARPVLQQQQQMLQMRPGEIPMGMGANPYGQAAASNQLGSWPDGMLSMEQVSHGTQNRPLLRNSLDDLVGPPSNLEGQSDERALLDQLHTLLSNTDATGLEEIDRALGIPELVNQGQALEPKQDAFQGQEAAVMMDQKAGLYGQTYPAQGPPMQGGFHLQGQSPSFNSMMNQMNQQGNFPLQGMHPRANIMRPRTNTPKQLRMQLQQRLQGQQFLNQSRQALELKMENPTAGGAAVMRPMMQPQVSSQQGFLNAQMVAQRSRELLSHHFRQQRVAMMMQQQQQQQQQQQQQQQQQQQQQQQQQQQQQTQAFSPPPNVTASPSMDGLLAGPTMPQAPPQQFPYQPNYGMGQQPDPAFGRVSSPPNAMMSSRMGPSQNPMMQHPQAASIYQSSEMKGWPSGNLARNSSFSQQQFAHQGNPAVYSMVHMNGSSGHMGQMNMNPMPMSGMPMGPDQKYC
TROY signal inh: inhibitors of TROY-dependent NF-kB signaling. Q293 LMP1-TROYcd NF-kB luciferase reporter, 4 h. inhibition, % at 10 µM. actives 0.98% (n = 360,000). AID 1347056;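 active = compounds whose plate-normalised and pattern-corrected inhibition of the luciferase reporter signal at the single screening dose is 50% or more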
SRC2 inh: inhibits human steroid receptor coactivator 2; inhibition, % at 9 µM; HEK293 GAL4-SRC2 luciferase reporter, luminescence; actives 0.17% (n = 370,000); Q15596;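 active = inhibition above the mean inhibition of all tested compounds plus 3 SD, set per campaign, cut at about 52% in these data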;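 also: 0% = DMSO treated cells and 100% = cells given Gossypol at 36 µM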
TLR9-MyD88 inh: inhibitors of human TLR9-MyD88 binding. CHO BLA complementation TLR9-MyD88, CCF4 FRET ratio. inhibition, % at 4.98 µM. actives 0.21% (n = 340,000). AID 504734;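 active = inhibition above the mean over all tested compounds plus 3 SD, cut at about 21% in these data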;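 also: 0% = DMSO only wells and 100% = clavulanate BLA inhibitor control wells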
COUP-TFII inh: inhibitors of human COUP-TFII (NR2F2). AID 686940. actives 0.7% (n = 370,000). inhibition, % at 8.6 µM. P24468. HEK293T NGFI-A luciferase reporter, luminescence;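 active = inhibition above a per-plate cutoff, mean inhibition of test wells between control levels plus 3 SD, cut at about 38% in these data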;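 also: cells cotransfected with COUP-TFII expression vector driving the NGFI-A reporter; 0% = median of COUP-TF2 test wells and 100% = reporter-only cells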
NCOA1 inh: human NCOA1 inhibition | HEK293 GAL4-SRC1 luciferase reporter, luminescence | Q15788 | actives 0.12% (n = 360,000) | inhibition, % at 3.6 µM;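 active = inhibition above the campaign mean plus 3 SD, with each screening campaign given its own cutoff, cut at about 60% in these data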;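 also: 0% = DMSO treated cells and 100% = gossypol at 36 µM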
TWEAK Fn14 block: TWEAK-Fn14 signaling inhibition; inhibition, % at 10 µM; actives 2% (n = 360,000); TWEAK-stimulated Fn14 reporter cells, luciferase luminescence, 8 h; in the data active = inhibition above about 50%
EBV LMP1 NFkB: inhibitors of Epstein-Barr LMP1-induced NF-kappaB reporter; LMP1-induced NF-kappaB luciferase reporter cells, luminescence; inhibition, % at 12.5 µM; actives 0.69% (n = 350,000); in the data active = inhibition above about 41%;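 also: 0% = neutral control wells and 100% = reference inhibitor control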
NOD2-RIPK2 inh: inhibitors of human NOD2-RIPK2 interaction. O43353. CHO BLA complementation NOD2-RIPK2, CCF4 ratio. inhibition, % at 4.98 µM. actives 0.38% (n = 360,000). AID 624267; in the data active = inhibition above about 21%;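 also: 0% = vehicle only and 100% = reference blocker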
TRAIL sens C8: caspase-8 TRAIL sensitization | AID 624354 | inhibition (viability loss, TRAIL sensitization), % at 10 µM | actives 1% (n = 360,000) | NB7+C8 cells + TRAIL, ATPlite viability luminescence;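 active = compounds causing at least 50% loss of cell viability in the single-dose screen, relative to plate controls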
LRH-1 inv ag: inverse agonists of human LRH-1 (NR5A2); O00482; HEK293T StAR-luciferase reporter, LRH-1 transfected, 24 h; inhibition, % at 3.6 µM; actives 0.13% (n = 360,000); AID 602396;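 active = inhibition above the mean inhibition of all tested compounds plus 3 SD, cut at about 73% in these data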;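 also: 0% = DMSO wells and 100% = reporter-only cells lacking LRH-1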
Starred values were filed as active, the others as inactive; . = no result given. This is a subset; rates above refer to the full screens.

A first look (3 entries):
SMILES	NCOA3 inh	TROY signal inh	SRC2 inh	TLR9-MyD88 inh	COUP-TFII inh	NCOA1 inh	TWEAK Fn14 block	EBV LMP1 NFkB	NOD2-RIPK2 inh	TRAIL sens C8	LRH-1 inv ag
Cn1c(=O)c2c(ncn2CC(=O)OCC(=O)Nc2ccccc2Cl)n(C)c1=O	18	11	-30	-4	-2	-5	11	1	-13	-4	-7
CCn1c(CN2CCCCC2)nc2cc(S(=O)(=O)N3CCCCC3)ccc21	20	-3	10	9	20	11	2	-3	1	12	16
CCC(=O)Nc1ccc(N2CCN(C(=O)c3ccccc3C)CC2)cc1	7	-3	4	-4	5	-33	-1	-3	-43	-9	-1

The whole of this part, repeating the preview:
SMILES	NCOA3 inh	TROY signal inh	SRC2 inh	TLR9-MyD88 inh	COUP-TFII inh	NCOA1 inh	TWEAK Fn14 block	EBV LMP1 NFkB	NOD2-RIPK2 inh	TRAIL sens C8	LRH-1 inv ag
Cn1c(=O)c2c(ncn2CC(=O)OCC(=O)Nc2ccccc2Cl)n(C)c1=O	18	11	-30	-4	-2	-5	11	1	-13	-4	-7
CCn1c(CN2CCCCC2)nc2cc(S(=O)(=O)N3CCCCC3)ccc21	20	-3	10	9	20	11	2	-3	1	12	16
CCC(=O)Nc1ccc(N2CCN(C(=O)c3ccccc3C)CC2)cc1	7	-3	4	-4	5	-33	-1	-3	-43	-9	-1
Cc1nc(-c2ccc(NC(=O)Cc3ccccc3)cc2)cs1	-62	-31	-47	-1	-21	-50	-19	-18	-5	25	-53
Cc1csc(NC(=O)c2ccccc2[N+](=O)[O-])n1	-11	-2	5	-2	-19	-14	8	-1	4	-1	-13
Cc1ccc(S(=O)(=O)c2nc(S(C)(=O)=O)sc2N2CCC3(CC2)OCCO3)cc1	11	-2	6	-16	3	-30	3	4	4	-7	1
CSc1ccc(C(=O)C2CCCN(Cc3cccc4nccnc34)C2)cc1 (centres undefined)	21	19	-12	-6	6	5	27	-7	-1	-3	16
Cc1cc(C(=O)CSc2nc(N)cc(=O)[nH]2)c(C)n1-c1ccc(OC(F)F)cc1	17	9	12	-11	53*	-9	18	13	-20	14	24
CC(=O)c1ccc(OCC(O)CN2C(C)CCCC2C)cc1 (centres undefined)	2	2	-23	8	-2	12	-9	7	-16	1	15
COc1ccc(S(=O)(=O)Nc2ccc(-c3ccc4nnc(C)n4n3)cc2)c(OC)c1	11	13	-31	5	-61	-16	16	20	-1	29	16
O=C(Nc1ccc2c(c1)OCCO2)C(c1ccnc2ccccc12)n1c(=O)c(-c2ccco2)nc2ccccc21 (centres undefined)	.	.	-70	.	-16	.	.	.	0	-4	-60
O=C(NCc1ccccc1)C1c2ccccc2OCC(=O)N1CCCN1CCOCC1 (centres undefined)	.	5	5	.	7	.	-1	.	-8	8	8
COc1ccccc1NS(=O)(=O)c1cc(Cl)ccc1OC	-1	5	-6	6	7	11	-8	-5	-3	-1	-8
O=C(COC(=O)/C=C/c1cccs1)Nc1ccc2ccccc2c1	-16	6	-10	-10	3	1	-2	-5	-10	11	-6
COc1ccc(C)cc1Nc1cc(C)nc2nc(C)nn12	15	8	-8	-14	-8	-6	-10	-1	-9	8	15
COc1cc(CNc2nc(C)c([N+](=O)[O-])c(C)c2C#N)cc(OC)c1OC	27	34	-13	5	22	1	46	10	-10	18	8
Cn1ccnc1C(O)(c1ccccc1)c1ccccc1	8	-4	1	6	-2	0	30	-6	0	-6	-3
C=CCN(C(=O)CCC(=O)O)C1CC(=O)N(c2ccc(OCCC)cc2)C1=O (centres undefined)	-39	-18	-1	-18	10	-7	-5	-7	-6	0	23
O=C1C(=O)N(Cc2ccccc2)C(=O)N1CCN1C(=O)c2ccccc2C1=O	5	1	12	-12	-27	2	-6	-5	-2	1	-15
CCOC(=O)c1c(C)[nH]c(C(=O)OCC(=O)N(CC(C)C)C2CCS(=O)(=O)C2)c1C (centres undefined)	14	2	17	-20	-21	-14	3	12	-7	15	-2
COc1ccc(NC(=S)N/N=C/c2ccc(F)c(F)c2)cc1	-25	-25	-15	-2	-3	-17	-36	-5	-7	-4	-32
COc1ccc(Nc2cc(C)nc3ncnn23)cc1	-1	7	-16	0	-2	-6	-40	-5	-1	10	15
Cc1nc(Cc2nnc(SC(C)C(=O)Nc3ccccc3)o2)cs1 (centres undefined)	-6	4	-5	-11	-15	12	1	1	-8	4	-11
CN(C)C(=O)c1cccc(-c2cc(NC=O)c3ncc(-c4ccc(F)c(Cl)c4)n3c2)c1	12	-2	-4	.	-6	-7	24	.	-13	-5	15
COc1ccc(CC(=O)Nc2ccc(-c3nnc(-c4ccc(C)cc4)o3)cc2)cc1	5	14	2	-6	-15	-15	-14	-63	2	26	-1
O=c1ccn([C@@H]2O[C@H](CNCc3cccc4c3sc3ccccc34)[C@@H](O)[C@H]2O)c(=O)[nH]1	16	-5	-5	.	-15	-10	-20	.	0	-10	-7
COc1ccc(C(C(=O)NCc2ccc(F)cc2)N(Cc2cccnc2)C(=O)c2snc(C(N)=O)c2N)cc1 (centres undefined)	-14	-3	-14	-4	-8	1	26	-4	4	1	7
CCc1nn(C(C)C(=O)N2CCN(c3ccc(OC)cc3)CC2)c(=O)c2cc3occc3n12 (centres undefined)	27	5	5	-2	-2	0	20	-3	-1	21	32
O=C1C(=Cc2cccc(Cl)c2)Cc2ccccc21	-19	-39	-11	.	-8	-8	-23	.	7	5	-2
Cc1cccc(C(=O)Nc2ccc(C(=O)/C=C/c3cccs3)cc2)c1	-45	-35	-28	-2	-28	-38	-8	-12	1	15	-33
NNc1nnc2c3cc(F)ccc3n(Cc3ccccc3)c2n1	12	14	-6	9	8	-6	-8	-9	-2	-8	0
COc1ccc(CNC(=O)C2CCCN(C(=O)Nc3ccccc3OC)C2)cc1 (centres undefined)	5	8	-8	4	3	12	15	-1	-9	6	4
CN1N=C(C(C)(C)C)CSC1=Nc1ccc(F)cc1	1	-10	-15	-10	1	-42	66*	-7	8	-8	4
Cc1ccc(OC(=O)C2CSC3(C)CCC(=O)N23)c(Br)c1 (centres undefined)	14	-5	11	-2	-1	3	-4	0	-13	8	-1
CCCn1nc(C(=O)NCC(C)(C)N2CCOCC2)c2ccccc2c1=O	3	15	24	9	-4	1	5	1	-2	22	-17
COc1ccc(S(=O)(=O)Nc2nnc(C(C)(C)C)s2)cc1	-3	-4	-44	0	-1	0	-6	13	1	10	3
CCn1cc(CNC(=O)C2C3CCC(C3)C2C(=O)O)cn1 (centres undefined)	2	10	-9	3	-1	-8	-2	1	-5	-2	5
NC(=O)c1ccccc1NC(=O)c1ccoc1	10	-10	13	-8	-10	1	2	4	-3	12	2
O=C(CCn1c(=S)[nH]c2cc3c(cc2c1=O)OCO3)NCc1ccccc1Cl	1	7	-12	-3	11	-13	-19	-1	-13	-2	-20
CCOCCCn1c(NN)nc2ccccc2c1=O	15	-22	21	9	2	-23	8	-1	-2	1	4
CNC(=S)Nc1cc(C(F)(F)F)ccc1Cl	1	3	11	4	1	3	8	-5	1	4	-9
CN(CC(=O)Nc1ccc(F)c(F)c1)S(=O)(=O)c1cccs1	-6	-4	-3	-5	-3	-35	-7	-4	1	-1	-3
Cc1ccc2nc(Cl)c3cc(C(=O)N(CCN(C)C)Cc4ccco4)sc3c2c1	-14	-2	8	-36	1	-9	-27	-9	-3	11	-19
O=C(Nc1cc(C(F)(F)F)ccc1N1CCOCC1)C1Cc2ccccc2CN1C(=O)c1ccco1 (centres undefined)	-5	-23	-17	-6	4	5	5	-2	-6	-7	14
OCc1ccc(-c2ccccc2)c(-c2ccccc2)c1	13	1	10	.	-18	-3	10	.	0	-4	0
CCCc1ccc2oc(C(=O)N3CCNC(=O)C3CC(=O)OC)c(C)c2c1 (centres undefined)	14	-18	8	7	-6	-19	-17	-5	-1	8	-8
COc1cccc(Cn2cccc(NC(=O)Nc3ccccc3C)c2=O)c1	11	1	5	-1	2	5	-4	1	-5	2	16
CCCC[n+]1ccn(-c2nc3ccccc3nc2[N-]S(=O)(=O)c2ccccc2)c1	27	-7	1	4	1	-9	8	-29	7	-20	-22
CC(=O)Cc1c(C(=O)O)c(C)nn1-c1ccccc1	12	8	-27	-2	4	-4	6	3	6	-7	2
O=C(CSc1nc2ccccc2c(=O)n1-c1ccc(F)cc1)Nc1ccc(N2CCOCC2)cc1	-2	5	-17	-4	7	8	9	0	-2	0	42
CCOc1ccc(NC(=O)CCC(=O)NNC(=O)c2ccccc2Cl)cc1	-2	8	3	-8	0	9	1	11	-4	27	1
C[C@H](CO)N1C[C@H](C)[C@@H](CN(C)Cc2ccncc2)Oc2c(NC(=O)CCC(F)(F)F)cccc2C1=O	11	3	-50	-8	-2	9	-9	5	0	3	7
COCC(C)NC(=S)NC(=O)c1cc(S(=O)(=O)N2CCOCC2)ccc1C (centres undefined)	-3	-31	-20	0	9	-4	-18	0	-7	11	-1
Cc1cccc(S(=O)(=O)N(C)C[C@@H]2OCc3cn(nn3)CCCC(=O)N([C@H](C)CO)C[C@H]2C)c1	-5	4	-1	4	5	-16	-3	-2	-13	3	-4
COc1ccc(/C=C/C(=O)OCC(=O)c2cc(C)ccc2C)cc1	0	-16	5	1	4	-13	22	-9	4	7	17
Cc1ccc(NC(=O)CCCNC(=O)c2ccc(Cl)cc2)c(Br)c1	-6	-22	-43	2	-8	-2	-16	0	-8	10	5
Cc1csc(NC(=O)C(NC(=O)c2ccccc2F)C(C)C)n1 (centres undefined)	-6	-1	-15	5	-6	-58	2	-12	-2	1	-9
COc1ccc(N2CCN(C(=O)/C(C#N)=C/c3ccccc3)CC2)cc1	19	21	-26	0	-4	-2	-7	0	12	-2	-5
CC(=O)C(C)n1c(CN(C)Cc2ccccc2)nc2c1c(=O)n(C)c(=O)n2C (centres undefined)	5	-7	-2	-6	23	-2	21	15	5	7	7
O=C1c2ccc3c4c(ccc(c24)C(=O)N1c1ccc2ccccc2c1)CC3	-12	4	4	0	5	-7	-14	24	7	11	3
(list continues)
SMILES	NCOA3 inh	TROY signal inh	SRC2 inh	TLR9-MyD88 inh	COUP-TFII inh	NCOA1 inh	TWEAK Fn14 block	EBV LMP1 NFkB	NOD2-RIPK2 inh	TRAIL sens C8	LRH-1 inv ag
N#CC(C#N)=NNc1ccc(S(=O)(=O)N2CCCC2)cc1	4	55*	17	-5	2	9	51*	17	6	-5	13
CCOc1ccc2nc(NC(=O)CSc3ccc(Cl)cc3)sc2c1	-6	-62	-18	0	3	-26	-5	-26	-8	11	-15
Cc1cccc(C(=O)NC(=S)Nc2ccc(S(=O)(=O)N3CCCCC3)cc2)c1	21	2	-4	-9	19	-8	51*	2	-6	16	20
CCN(CC(=O)Nc1ccccc1C(F)(F)F)C(=O)CCc1nc2ccccc2c(=O)[nH]1	9	-13	-5	-2	-2	21	-1	-8	-11	-11	13
O=C(CCc1ccccc1)n1nc(-c2ccccc2)nc1NCc1ccco1	-22	0	-13	-2	-1	-1	-13	3	-5	8	-6
Nc1ccc(Cc2nc3c(ccc4ccccc43)[nH]2)cc1	-45	-50	-15	5	-32	-53	-3	-38	5	1	-49
Cc1ccc(SCC(=O)O/N=C(\N)c2cccc([N+](=O)[O-])c2)cc1	7	-7	0	-8	2	-3	-18	-1	-3	6	12
O=S(=O)(c1cccc(F)c1)N1CCN(C(=S)NCc2ccccc2)CC1	0	-6	-22	-6	-8	3	-18	-4	-1	3	-6

Screening results as filed in PubChem BioAssay.
